NCI-60 one-dose screen, 48 h, at 10 µM unless noted. Numbers give growth in % (100 = growth as untreated, 0 = no growth, -100 = all killed).
HL-60(TB) = HL-60(TB) leukemia cells. AID 1794776. 78,000 compounds, 9% hits; active means growth percent below 10
An asterisk follows results filed as active; & = joins results of further samples; ! = not active in a repeat.

SMILES	HL-60(TB)
COc1cc(C(=O)c2sc3nc4c(cc3c2N)CCCC4)cc(OC)c1OC	88
NC(N)=NS(=O)(=O)c1ccc(N=C2C(=O)Nc3ccccc32)cc1	94
C[C@H]1N[C@@]2(C(=O)Nc3ccccc32)[C@@H](c2ccc(F)cc2)[C@@H]1C(=O)c1ccc(O)cc1	95
N#Cc1nc(-c2ccccc2)oc1N1CCN(CCc2ccncc2)CC1	88
O=c1c2cc(F)ccc2[nH]c(=S)n1-c1ccc(Cl)cc1	102
CC(C)(C)c1cc(N(C(=O)c2cnco2)C2CCCC2)cc(C(C)(C)C)c1O	49
CCOC(=O)c1ccc(NC(=O)N2CC(C)OC(C)C2)cc1 (configuration not stated)	93
Nc1nc(N)c(N=Nc2ccc(C(=O)O)cc2)c(N)n1	90
O=C(NN1C(=O)/C(=C/c2cccs2)SC1=S)c1cccnc1	103
CCCCCCCCCCCCN(CCCCCCCCCCCC)CC(O)c1cc2c(c3ccccc13)CCCC2 (configuration not stated)	110
CC1=CC(O)C2CC1C2(C)C (configuration not stated)	74&100
COc1cc(/C=N/O)ccc1O	93
C=CCn1c(SCC(=O)c2ccccc2)nnc1-c1cc(-c2ccc(S(N)(=O)=O)cc2)nc2ccccc12	87
COc1cc(C(C)=O)cc(OC)c1OC	98
CCOC(=O)C1=C(C)NC(=O)NC1c1cc(=O)oc2c1ccc1ccccc12 (configuration not stated)	87
CCOC(=O)/C(F)=C/C1CC1C(c1ccccc1)c1ccccc1 (configuration not stated)	-7.3*
O=C(Cc1ccc(F)c(Cl)c1)Nc1cc(C2(C(F)(F)F)CC2)nn1CC(F)(F)F	98
Cc1ccc(-c2nc(N3CCN(C(=O)Nc4ccccc4)CC3)c3ccccc3n2)cc1	98
C=C(c1ccccc1)[N+](=O)[O-]	99
Cn1cnc2c(F)c(Nc3ccc(Br)cc3Cl)c(C(=O)NOCCO)cc21	24
COc1ccc(-c2nn(-c3cccc(NC(=O)Nc4ccc(Cl)c(C(F)(F)F)c4)c3)cc2-c2ccncc2)cc1Cl	-11*
COc1ccc(OCC(=O)Nc2ccc(-c3nc4ccccc4s3)cc2C)cc1	48
O=C(Nc1ccc(Nc2cc(-c3ccccc3)ncn2)cc1)Nc1cc(C(F)(F)F)ccc1F	81
CC1=NC2=NC(=O)/C(=C3/N=C(C)C=C(c4ccccc4)N3N)NN2C(c2ccccc2)=C1	113
COc1ccc(C(=O)/C(C)=N/O)cc1	119
Next compounds.
SMILES	HL-60(TB)
COc1cccc2ccc(CC(O)(c3ccccc3)c3ccccc3)nc12	96
COc1ccc2c(-c3nnc(N)o3)cc(=O)oc2c1	98
COc1ccc(-c2cc(-c3cccnc3)nc3sc(C#N)c(N)c23)cc1OC	105
Cc1ccc2nc(-c3ccc(-c4nnc(SCC(=O)Nc5ccc(C(=O)/C=C/c6ccccc6)cc5)o4)cc3)[nH]c2c1	115
N#CCCNC(=O)Nc1ccccc1	102
CC(C)CC(=O)Nc1ccc2ccccc2c1	113
CCN1C/C(=N\S(=O)(=O)NC2CCCCC2)N(CC)C1=O	102
CC(=O)c1ccc(NC(=O)CNNc2nc3ccccc3c(=O)n2-c2ccccc2)cc1	101
O=C(c1c[nH]c2ccccc12)c1n[nH]c(=S)n1-c1ccc(Cl)cc1	69
CS(=O)(=O)c1ccc(-c2nc3ccccn3c2/C=N/Nc2nc(-c3ccc(Br)cc3)cs2)cc1	107
COc1cccc(-n2cc(-c3nc4ccccc4c(=O)[nH]3)nn2)c1	109
CC(=O)c1ccc2c(c1)CCCC2	72
Cc1ccc(C(=O)/C=C/c2nc(-c3ccc(Cl)cc3)oc2C)cc1	97
CS(=O)(=O)c1ccc(-c2nn(-c3ccccc3)cc2/C=N/NC(=O)c2nc(N)n[nH]2)cc1	77
Cc1cc(O)c(C(C)C)cc1N=Cc1cc([N+](=O)[O-])ccc1O	83
Cc1cc(Cl)ccc1NC(=O)Nc1ccc(-c2ccc3c(c2)NC(=O)/C3=C\c2ccc[nH]2)cc1	79
COc1ccc(-c2cnoc2-c2cc(OC)c3c(c2)OCCO3)cc1	-27*
CN(C)c1ccc(C(=O)n2cc(-c3ccc(Cl)cc3)c(N)n2)cc1	82
O=C(CNS(=O)(=O)Cc1ccccc1)NNc1ccccc1	18
COc1cc2c(cc1OC)C13CCN4CC5=CCOC(CC(=O)O)C(C5CC41)C3N2 (configuration not stated)	102
Cc1nc(N=C(N)N)nc2ccccc12	89
Nc1c(Cl)cc(S(N)(=O)=O)cc1S(N)(=O)=O	95
COc1ccccc1NC(=S)/N=C/c1c(O)cc(C)oc1=O	98
CN(c1ccccc1Cl)S(C)(=O)=O	109
C#CCOc1ccccc1C(Nc1ccc(F)cc1C)c1nnnn1C1CCCCC1 (configuration not stated)	76

In the list so far, these contain an aryl thioether with sulfur outside any ring:
SMILES	HL-60(TB)
C=CCn1c(SCC(=O)c2ccccc2)nnc1-c1cc(-c2ccc(S(N)(=O)=O)cc2)nc2ccccc12	87
Cc1ccc2nc(-c3ccc(-c4nnc(SCC(=O)Nc5ccc(C(=O)/C=C/c6ccccc6)cc5)o4)cc3)[nH]c2c1	115

Next section.
SMILES	HL-60(TB)
COc1ccc(/C=C\C(=O)c2ccc(-c3ccccc3)cc2)cc1	95
NC(=O)c1cn[nH]c1N	95
C#CCN=C[C@]12CC[C@@H](C(=C)C)[C@@H]1[C@H]1CC[C@@H]3[C@@]4(C)CCC(=O)C(C)(C)[C@@H]4CC[C@@]3(C)[C@]1(C)CC2	-14*
CC(=O)O[C@H](C[C@H](C(C)C)N(C)C(=O)[C@@H](NC(=O)[C@H]1CCCN1C)C(C)C)c1nc(C(=O)N[C@@H](Cc2ccccc2)C[C@H](C)C(=O)O)c(C)s1	-19*
COc1ccccc1OCC(=O)Nc1cccc(-c2nnc(-c3ccccc3)o2)c1	104
COC(=O)CC[C@H](C)[C@H]1CC[C@H]2[C@@H]3CC[C@@H]4C(c5nc6ccc(F)cc6[nH]5)=C(Cl)CC[C@]4(C)[C@H]3CC(=O)[C@]12C	23
Cc1nn(-c2ccc([N+](=O)[O-])cc2)c2ncnc(N/N=C/c3cccc(O)c3)c12	60
O=C1OC2C(I)C3CC2C1C3c1ccccc1 (configuration not stated)	86
COc1cccc(-c2nc3occn3c2-c2ccnc(NCCCNS(=O)(=O)c3ccc(Cl)cc3)n2)c1	105
O=C1NC(=O)C(Cc2ccc(Cl)cc2)(c2ccccc2)N1 (configuration not stated)	79
O=c1scc(-c2ccc(C(F)(F)F)cc2)s1	93
O=C1CSC(c2ccccc2[N+](=O)[O-])N1c1nnc(Cn2cnnc2)o1 (configuration not stated)	103
COc1ccc(/C(=N/N=C(N)N)c2ccccc2)cc1OC	99
CCn1c(Sc2nnc(NC(=O)CSC(=S)N3CCCCC3)s2)nc2c1c(=O)n(C)c(=O)n2C	95
S=C(NC1CCCCC1)C(=S)NC1CCCCC1	99
CC(CN1CCCCC1)C(=O)c1ccccc1 (configuration not stated)	103
Cc1ccc(S(=O)(=O)NCCC(O)CC(C)c2ccc3ccccc3c2)cc1 (configuration not stated)	90
CCOC(=O)c1c(C)nc2c(c1N)CC(=O)N2Cc1cc(F)cc(Cl)c1	79
COc1ccc(C(=O)CSc2nc3c([nH]2)c(=O)n(C)c(=O)n3C)cc1	114
CC1=NC2=NN3C=C(c4ccccc4)N(N)C3=NN2C(c2ccccc2)=C1	123
N[C@@H](CO)C(=O)O	106
OCC[C@H]1C[C@H]1c1ccco1	101
COc1ccccc1NCc1ccc(CO)n1-c1ccc(O)cc1	98
C[n+]1c2ccccc2nc2ccccc21	13
CCOC(=O)CC1CSC(Nc2cc(C(F)(F)F)cc(C(F)(F)F)c2)=N1 (configuration not stated)	125

In a second layout: entries from further up.
canonical_smiles,HL-60(TB)
Cn1cnc2c(F)c(Nc3ccc(Br)cc3Cl)c(C(=O)NOCCO)cc21,24
COc1ccc(OCC(=O)Nc2ccc(-c3nc4ccccc4s3)cc2C)cc1,48
CC1=NC2=NC(=O)/C(=C3/N=C(C)C=C(c4ccccc4)N3N)NN2C(c2ccccc2)=C1,113

Reformatted comma-delimited: part of the list above.
compound,HL-60(TB)
OCC[C@H]1C[C@H]1c1ccco1,101
COc1ccccc1NCc1ccc(CO)n1-c1ccc(O)cc1,98

Next part
SMILES	HL-60(TB)
NNC(=O)c1ccc(NS(=O)(=O)Cc2ccccc2)cc1	104
CN1CCN(c2ccc(Nc3nc(NCCCNS(=O)(=O)c4ccc(Cl)cc4)c4sccc4n3)cc2)CC1	-44*
COc1cc2oc(-c3cccc(NC(=O)CNC(=O)OC(C)(C)C)c3)cc(=O)c2c(OC)c1OC	76
O=C(O)c1ccc(-n2cc(/C=N/Nc3cccc(F)c3)c(-c3ccc(F)c(F)c3)n2)cc1	94
NC(=O)Cc1ccncc1	90
Nc1cc(S(=O)(=O)O)cc2cc(S(=O)(=O)O)c(N=Nc3ccc(S(=O)(=O)Nc4ncccn4)cc3)c(O)c12	99
O=C(O)C1C2CCC3C(CCC21)C3(Cl)Cl (configuration not stated)	104
NCCCC[C@H](N[C@@H](CCc1ccccc1)C(=O)O)C(=O)N1CCC[C@H]1C(=O)O	111
C=CCC(O)c1ccc(OC)c(OC)c1 (configuration not stated)	63
OCCNc1ncnc2cc(Cl)ccc12	107
CCCCOc1ccc(S(=O)(=O)N2CCN(c3nc(C)cc(N4CCOCC4)n3)CC2)cc1	20
CCCCCCCCSCc1ccc(Nc2ccc(Nc3ccc(CSCCCCCCCC)cc3)cc2)cc1	118
NC(=S)NCCN1CCOCC1	103
CC(C)c1ccc(CN2CCN(Cc3ccc(C(C)C)cc3)CC2)cc1	87
COc1c(O)c(OC)c(Br)c(Br)c1Br	58
CCCCCCCCCCCCCC/C(=N\OCc1ccccc1)C(=O)O	101
O=C1CCC(N2C(=O)c3ccc(NS(=O)(=O)c4ccccc4OC(F)(F)F)cc3C2=O)C(=O)N1 (configuration not stated)	-20*
O=C(/C=C/N1CCc2c(ncnc2NC2CC2)C1)c1ccccc1O	100
COc1ccc(-c2nc(SCCC(C)C)nc(N/N=C\c3cc(OC)c(OC)c(OC)c3)c2C#N)cc1	86
COc1cccc(-c2nc3sccn3c2-c2ccnc(NCCNC(=O)c3ccccc3)n2)c1	94
COc1ccc2occ(/C=c3\sc4nc5ccccc5n4c3=O)c(=O)c2c1	102
COc1ccc(OC)c(NC2=C(SCCc3ccccc3)C(=O)c3ccccc3C2=O)c1	93
CSc1nnc(-c2sc3nnc(-c4ccccc4)c(-c4ccccc4)c3c2O)o1	107
O=C1CC(N2C(=O)/C(=C/C(Cl)=C\c3ccc([N+](=O)[O-])cc3)SC2=S)C(=O)N1c1ccc(Cl)cc1 (configuration not stated)	21
OC(CBr)c1ccc(Br)c2ccccc12 (configuration not stated)	97

Single values from the entries so far:
COc1cccc(-c2nc3sccn3c2-c2ccnc(NCCNC(=O)c3ccccc3)n2)c1 in HL-60(TB) has 94
O=C1CC(N2C(=O)/C(=C/C(Cl)=C\c3ccc([N+](=O)[O-])cc3)SC2=S)C(=O)N1c1ccc(Cl)cc1 (configuration not stated) in HL-60(TB) has 21
CCCCCCCCCCCCCC/C(=N\OCc1ccccc1)C(=O)O in HL-60(TB) has 101
O=C(O)C1C2CCC3C(CCC21)C3(Cl)Cl (configuration not stated) in HL-60(TB) has 104
NC(=S)NCCN1CCOCC1 in HL-60(TB) has 103
O=C1CCC(N2C(=O)c3ccc(NS(=O)(=O)c4ccccc4OC(F)(F)F)cc3C2=O)C(=O)N1 (configuration not stated) in HL-60(TB) has -20*

(list continues)
SMILES	HL-60(TB)
NC(=S)N/N=C\c1cccc(/C=N/NC(N)=S)c1	117
Nc1nc(-c2cccc([N+](=O)[O-])c2)c(N=Nc2ccccc2[N+](=O)[O-])s1	96
c1ccc2nc3c(ccc4ccccc43)cc2c1	105
CCCCOC(=O)CC(C(=O)OCCCC)N1CC1 (configuration not stated)	135
C/C(=C\c1csc(C)n1)[C@@H]1C[C@@H]2O[C@]2(C)CCC[C@H](C)[C@H](O)[C@@H](C)C(=O)C(C)(C)[C@@H](O)CC(=O)N1	0.8*
CNCCc1ccccn1	84&101
O=C(O)c1ccc(-c2ccc(/C=N/Nc3nc(Nc4ccccc4)nc(N4CCCCC4)n3)o2)cc1	66
O=C(NNC(=O)c1ccncc1)C1=CN=C2Sc3cc(Cl)ccc3N2[C@H]1c1ccccn1	93
C=C1C(=O)O[C@@H]2C[C@]3(C)CC[C@]4(C)[C@H](CC[C@@H]5[C@@]6(C)CCC(=O)C(C)(C)[C@@H]6CC[C@]54C)[C@H]3[C@H]12	77
COc1cccc(/C=C/[C@H]2O[C@@H](C)[C@H](O)[C@@H]2O)c1	98
CCOC(=O)N1CCc2c(sc3ncnc(OCc4cn(CC(=O)Nc5ccc(C)cc5)nn4)c23)C1	90
CC1C(=O)CCC2C1(C)CCC1C2(C)CCC2(C)C3CC(C)(C)CCC3(C)CCC12C (configuration not stated)	82
Cc1ccc(CNc2ccc3nc(CCC(C)C)[nH]c3c2)cc1	94
COc1cc2oc(-c3cccc(C(=O)Nc4ccc5c(c4)OCO5)c3)cc(=O)c2c(O)c1OC	94
c1ccc(CNNCc2ccccc2)cc1	96
CC(C)(C)[C@H](NC(=O)c1cn(Cc2ccccc2F)c2ccccc12)C(N)=O	103
Nc1ncnc2c1ncn2[C@@H]1O[C@H](COCC[C@@H](N)C(=O)O)[C@@H](O)[C@H]1O	99
O=C1NC(c2ccccc2)(c2ccccc2)C(=O)N1CCN1CCCCC1	129
O=C(CN1CCOCC1)n1cnc2ccccc21	107
O=C1C(=O)c2ccccc2C(O)=C1CCCc1ccc(OCc2ccccc2)cc1	138
O=c1c[n+](Cc2ccc3c(c2)OCO3)[nH]o1	76
C/C=C/CC(C)C(O)[C@H](NC(=O)[C@@H]1CCCN1C(=O)C(C)(C)NC(=O)CCCCCCC)C(=O)N[C@@](C)(CC)C(=O)N[C@@H](CCC(N)=O)C(=O)N[C@H](CCC(N)=O)C(=O)NC(C)(C)C(=O)NC(C)(C)C(=O)N[C@@H](CCC(N)=O)C(=O)N[C@H](CC(C)C)C(=O)N[C@H](CO)CC(C)C (some centres not stated)	-6.8*!
CC(=O)OCC1OC(n2ccc(-n3cncn3)nc2=O)CC1N=[N+]=[N-] (configuration not stated)	82
COc1ccccc1-[n+]1cc(-c2ccc(-c3ccccc3)cc2)n2c1CCCCC2	-28*
Clc1ccc2c(OCCCN3CCOCC3)c3oc4ccccc4c3nc2c1	42
C(=N\N=C\c1ccc2c(c1)OCO2)/c1ccc2c(c1)OCO2	100
Cc1nc2cc[nH]n2c(=O)c1CCc1ccccc1	82
NC(C(=O)O)C(=O)O	55

Screening data deposited in PubChem BioAssay by NCI.

An excerpt. The share of hits here may be higher or lower than overall.
